Assay outcomes deposited in PubChem by National Center for Advancing Translational Sciences (NCATS).
S3 lipid droplet: qHTS Assay for Lipid Storage Modulators in Drosophila S3 Cells; 0.64% of 320,000 active; Drosophila S3 cells, BODIPY lipid droplet fluorescence, 18-24 h; cells fed with added oleic acid; Potency in µM for hits, for the others lipid storage change, negative = inhibition, % at the top dose, mostly 46.1 µM; active = well fitted inhibition curve with a large enough effect in the signal ratio, with a control signal flat, not every such curve was filed as active; inconclusive = small, poorly fitted or top-dose-only effect, or effect the other way, or a change in a side signal; the % refers to the signal ratio
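Drosophila S3 cells got compounds at several concentrations plus oleic acid (400 uM solution). Laser-scanning cytometry with 488 nm excitation read lipid droplets at 500-530 nm and cells at 575-640 nm. Percent activity was relative to 20 uM Triacsin C.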
S3 lipid droplet cell count max: second read-out of S3 lipid droplet, no call of its own (marks repeat the call); cell number change, %; measured here: cell count max response;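 cells counted by Cell Tracker Red CMTPX staining in the red channel; peak over a dose series mostly up to 46.1 µM; percent activity relative to internal control wells on each plate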
Starred values were filed as active, the others as inactive; i = inactive; ? = inconclusive; . = not tested or not shown; [ ] = dose if it differs, or a comment. % is set by controls: 0 for no effect and ±100 for the full control effect; potency is the fitted concentration of half-maximal effect.

molecule,S3 lipid droplet cell count max,S3 lipid droplet
Cc1ccc(NC(=O)CCN2CCN(C/C=C/c3ccccc3)CC2)cc1C,.,?
COc1ccccc1C/C(N)=N/OC(=O)COc1cccc(C)c1,.,22.3%
COc1cccc(NC(=O)COc2ncnc3sc(C)c(C)c23)c1,.,?
O=C(Nc1cc(C(F)(F)F)ccc1-n1cncn1)c1ccc(Br)cc1,.,?
C/C(=N\NC(=O)C(=O)Nc1ccc(C)cc1)c1ccncc1,.,?
O=C(Nc1cccc(S(=O)(=O)N2CCCC2)c1)c1ccncc1,.,?
Cc1nn(-c2ccccc2)c(N)c1C1(O)C(=O)Nc2ccc([N+](=O)[O-])cc21 (stereo unspecified),18.5,-0.5%
Cc1cc(=O)oc2cc(OC(C)C(=O)NCC3CCC(C(=O)O)CC3)c(Cl)cc12 (stereo unspecified),.,?
CCOc1c(Nc2cccc(Cl)c2)c(=O)c1=O,12.6,6.7%
CC(C)NC(=S)NN(c1ccccc1)c1ccccc1,.,?
Cc1ccccc1N(CC(=O)NCCc1ccccc1)C(=O)c1csnn1,.,?
CCOC(=O)Cn1c(=O)c2c(nc(Br)n2CC(=O)OCC)n(C)c1=O,12.5,5.8%
COC(=O)/C=C/COc1ccccc1[N+](=O)[O-],-1.3,-6.4%[9.22 µM]
O=c1c(Cc2c(F)cccc2Cl)c(O)ccn1CCCN1CCOCC1,.,?
CCc1ccc(NC(=O)N[C@H](C(=O)O)C(C)CC)cc1 (stereo partly specified),-7.0,-4.9%
CCOC(=O)N1CCN(S(=O)(=O)c2ccc3c(c2)OCC(=O)N3)CC1,-0.1,-4.6%
COc1cc(CCC(=O)Nc2ccc(S(=O)(=O)N3CCOCC3)cc2)cc(OC)c1OC,.,?
CN(C)C(=O)Nc1ccccc1,17.9,12.1%
Cc1ccc(C(=O)O[C@H](C(=O)O)[C@H](OC(=O)c2ccc(C)cc2)C(=O)O)cc1,4.5,9.9%
COc1ccc(/C=N/NC(=O)c2ccc(NC(C)=O)cc2)cc1COc1ccc(F)cc1F,.,?
COc1ccc(CNC(=O)C2CC(O)CN2C(=O)Nc2ccccc2)cc1 (stereo unspecified),23.9,-22.9%
O=C(CSc1ccccc1C(=O)O)NCc1ccc(Cl)cc1,.,?
CCN1C=C(C(=O)OC)C(c2cccc(C)c2)C(C(=O)OC)=C1,.,?
COc1cc(/C=N/NC(=O)C(=O)NCc2cccnc2)ccc1O,-0.9,10.0%
CCOc1ccc(N(CC(=O)NC(C)(C)C)C(=O)c2ccco2)cc1,.,?

Full records from above. Order of screens: S3 lipid droplet cell count max	S3 lipid droplet
Listed for COc1ccc(/C=N/NC(=O)c2ccc(NC(C)=O)cc2)cc1COc1ccc(F)cc1F : .	?
Listed for C/C(=N\NC(=O)C(=O)Nc1ccc(C)cc1)c1ccncc1 : .	?

(next part)
molecule,S3 lipid droplet cell count max,S3 lipid droplet
COCCCN(C(=O)CSCC(=O)Nc1cccc(C)c1)c1c(N)n(Cc2ccccc2)c(=O)[nH]c1=O,.,?
O=C(Cc1ccc(F)cc1)OCC(=O)c1cc2ccccc2o1,.,?
Cc1c(NC(=O)c2ccco2)c(=O)n(-c2ccccc2)n1C,.,?
COc1ccc(Br)cc1C(=O)Nc1ccc(N2CCCC2)cc1,-5.0,12.7%
CN1CCN(c2oc(COc3ccc(-c4ccccc4)cc3)nc2C#N)CC1,.,?
Cc1ccc2c(c1)c1ncnc(N3CCc4ccccc4C3)c1n2C,.,?
CC1CCN(S(=O)(=O)N2CCC(C(=O)NCCc3ccccc3)CC2)CC1,3.4,i
COC(=O)c1ccc(Cc2ccc(C(=O)OC)o2)o1,11.0,9.9%
Cc1ccc([N+](=O)[O-])cc1S(=O)(=O)Nc1ccc(-c2ccc(N3CCCC3)nn2)cc1,.,?
O=C(O)COc1ccc(/C=N/NC(=O)c2cccc3ccccc23)cc1,-7.0,-0.3%
O=C(CN1C(=O)C2C3C=CC(C3)C2C1=O)Nc1nc2ccccc2[nH]1 (stereo unspecified),14.5,6.0%
Cc1ccc(C)c(S(=O)(=O)NCc2ccc3c(c2)OCO3)c1,.,?
CCCn1c(N)c(C(=O)CSc2nnc(-c3cccnc3)n2-c2ccc(C)cc2C)c(=O)[nH]c1=O,.,?
CCCCCCCC1CC(=O)C=C(C)C1C(=O)OCC (stereo unspecified),-21.3,7.6%
CCC1CN(C(=O)NCc2ccc(C)cc2)c2ccccc2O1 (stereo unspecified),.,?
CC1=Nn2c(nc(-c3ccccc3)c2-c2ccccc2)N(CC(N)=O)C(=O)C1,3.9,4.7%
O=C(CCC(=O)N(CC(=O)NC1CCCCC1)c1ccc(F)cc1)Nc1nccs1,.,?
CCOC(=O)c1sc(N)c(C#N)c1CSc1nc2ccc(C)cc2[nH]1,.,?
CCCC(=O)NC(NC(=S)Nc1ccc(N=Nc2ccccc2)cc1)C(Cl)(Cl)Cl (stereo unspecified),.,?
COc1cc(C2c3c(oc4ccccc4c3=O)C(=O)N2Cc2ccco2)ccc1O (stereo unspecified),-21.3,5.0%
COc1ccc(-c2nn(C)c(=O)c3ccccc23)cc1NC(=O)COc1ccccc1,-6.6,-12.8%
O=C(c1ccc2ncsc2c1)N1CCCC(C(F)(F)F)C1 (stereo unspecified),.,?
CCOc1cccc(N(C(=O)C2COc3ccccc3O2)C(C(=O)NC2CCCCC2)c2ccc(O)cc2)c1 (stereo unspecified),-2.5,-8.6%
COc1ccccc1NC(=O)Cn1cnc2c(nnn2-c2ccc(C)cc2)c1=O,13.4,17.1%[9.22 µM]
Cc1ccccc1OCC(O)Cn1c(Br)nc2c1c(=O)[nH]c(=O)n2C (stereo unspecified),9.5,9.4%
COc1ccc2nc(C)cc(N/N=C/c3ccc(F)cc3)c2c1,.,?
CCCC(=O)N(Cc1cc(=O)[nH]c2ccccc12)c1ccccc1,.,?
CC(CC(=O)NC1CCCCC1)S(=O)(=O)c1ccc2c(c1)CCN2C(=O)C1CC1 (stereo unspecified),.,?
O=C(CCNS(=O)(=O)c1ccc(Br)cc1)NCc1ccc(F)cc1,.,?
CCSc1nc2c(c(=O)[nH]1)C(c1ccncc1)C(C(=O)OC)=C(C)N2 (stereo unspecified),15.3,24.6%
COC(=O)Cn1c(SCc2ccccc2)nc2ccccc21,.,?
Cc1ccc(C(=O)NCC(=O)OC(C)C(=O)NC2CCCCC2C)cc1C (stereo unspecified),3.0,13.2%
Cc1cc2oc(C(=O)NCc3ccc(S(N)(=O)=O)cc3)c(C)c2cc1C,3.5,4.1%
NS(=O)(=O)c1cc2c(cc1C(F)(F)F)NCNS2(=O)=O,12.4,-14.8%
COc1cnc(SC)nc1Nc1ccc(C#N)cc1,7.5,12.5%
O=C(/C=C/c1ccc2c(c1)OCO2)Nc1nncs1,12.8,2.3%
CCNC(=S)N(CCCN(CC)CC)Cc1cc2cc3c(cc2[nH]c1=O)OCO3,5.7,24.1%
COc1ccccc1C(=O)Nc1cccc(NC(C)=O)c1,.,?
COCCN(C(=O)C1=COCCO1)c1c(N)n(CC(C)C)c(=O)[nH]c1=O,.,?
COc1ccc(NC(=O)c2cccnc2N2CCCCC2)cc1,.,?
O=C(O)c1ccc(Cl)c(S(=O)(=O)N(Cc2ccccc2)c2ccc(F)cc2)c1,17.1,-8.1%
CC(NC(=O)C(=O)N1CCCCC1)C(c1cccs1)N1CCN(c2ccccc2)CC1 (stereo unspecified),.,?
COc1ccc(-n2c(-c3cc(-c4ccccc4)sc3N)n[nH]c2=S)cc1,.,?
CCc1ccc(N2C(=O)CC(N3CCN(c4ccccn4)CC3)C2=O)cc1 (stereo unspecified),-7.8,-6.9%
CCc1ccccc1NC(=O)C1CCCN1C(=O)NCc1ccccc1 (stereo unspecified),.,?
O=C(OCc1nc2ccccc2s1)c1cccs1,.,?
Cc1ccc2c(Cl)c(C(=O)NCCCn3ccnc3)sc2c1,-23.5,-9.3%
Cc1c2ccccc2cc(Cc2ccccc2)[n+]1C,.,?
CN(Cc1ccco1)C(=O)CCc1nc2sc3c(c2c(=O)[nH]1)CCCC3,.,?
NN1C(=O)/C(=C2/Sc3ccccc3N2CCCS(=O)(=O)O)SC1=S,9.1,12.4%

(next part)
molecule,S3 lipid droplet cell count max,S3 lipid droplet
COC(=O)c1ccc(C2/C(=C(/O)c3ccc(Cl)cc3)C(=O)C(=O)N2C2CCS(=O)(=O)C2)cc1 (stereo unspecified),.,?
O=C(Nc1cccc(-n2cnnn2)c1)c1ccncc1,.,?
CCOC(=O)Nc1ccc(S(=O)(=O)NCCCN2CCOCC2)cc1,1.2,-20.1%
O=C(O)c1ccc(NC(=O)C2(c3ccccc3)CCOCC2)cc1,.,?
CCOC(=O)C1CCCN(c2nc3c(C)cccn3c(=O)c2/C=C(\C#N)C(=O)NCc2ccco2)C1 (stereo unspecified),.,5.4%
CCOC(=O)C1=C(C)N=c2s/c(=C/c3ccco3)c(=O)n2C1c1cccc(OC)c1 (stereo unspecified),.,?
Cc1ccc(N2CC(O)Cn3c2nc2c3c(=O)[nH]c(=O)n2C)cc1 (stereo unspecified),.,?
COc1ccc(C2c3ccc(O)cc3Oc3ncn(CCN4CCOCC4)c(=N)c32)cc1OC (stereo unspecified),.,?
COCCn1c(-c2ccc(Cl)cc2)nc2oc3cc(OC)ccc3c(=O)c2c1=O,8.0,-2.0%
CCC(CC)C(=O)Nc1cc(C(=O)OC)ccc1C(=O)OC,.,?
O=C(N/N=C/c1cc([N+](=O)[O-])ccc1O)/C(=C\c1cccs1)NC(=O)c1ccccc1,.,?
CCCCn1c(CCC(=O)O)nc2cc(S(=O)(=O)N(CC)CC)ccc21,.,?
COc1ccc(OC)c(N=Cc2c(O)c3ccccc3oc2=O)c1,-2.2,i
Cc1cc(OC(C)C(=O)NCc2cccnc2)c2c(C)c(C)c(=O)oc2c1 (stereo unspecified),-7.6,i
COc1ccc(NC(=S)NC(=O)/C=C/c2ccco2)c(OC)c1,.,?
CN(Cc1cccc(Cl)c1Cl)C(=O)c1cccc(S(=O)(=O)N2CCN(Cc3ccccc3)CC2)c1,.,?
O=C(c1ccccc1-c1ncc[nH]1)N1CCCC(Nc2ccc(F)cc2)C1 (stereo unspecified),8.8,14.9%
O=C(/C=C/c1ccc(F)cc1)NCc1ccco1,.,-13.5%
COc1ccc(/C=N/NC(=O)C2CC2)c(OC)c1OC,.,?
CCn1c(C(O)c2ccc(C)cc2)nc2ccccc21 (stereo unspecified),-6.3,6.9%
CC(NS(=O)(=O)c1ccc(F)cc1)C(c1cccs1)N1CCOCC1 (stereo unspecified),.,?
O=c1[nH]c2c(oc3ccccc32)c(=O)n1Cc1ccccc1,14.6,i
Cn1cc(S(=O)(=O)N2CCOCC2)cc1C(=O)NCc1ccc(Cl)cc1,21.9,-12.0%
CC(C)CC(=O)NC1(C(F)(F)F)NC(=O)N(c2ccccc2)C1=O (stereo unspecified),-0.6,6.3%
COc1ccc(CC(=O)Oc2ccc(C(C)C)cc2)cc1S(=O)(=O)N1CCOCC1,.,?
COc1ccc([N+](=O)[O-])cc1NC(=O)Cn1ccc(C(F)(F)F)n1,.,?
COCc1nnc(NC(=O)c2ccc(S(=O)(=O)N(C)c3ccccc3)cc2)o1,16.9,-23.7%
COc1cccc(/C=C/C(=O)OCC(=O)Nc2ccc(S(=O)(=O)N3CCCC3)cc2)c1,0.8,i
CCOC(=O)Cn1nnnc1CN(Cc1ccc(OC)cc1)Cc1cc2cc(C)cc(C)c2[nH]c1=O,.,?
COc1cccc(CN2CCN(CC(=O)NCCc3ccccc3)CC2)c1,.,?
CCC(C)(C)NC(=O)CN(C(=O)C(=O)Nc1ccc2c(c1)OCCO2)C(C)(C)CC,.,?
CCn1c(C)nc2cc(C(=O)NNC(=S)Nc3ccccc3OC)ccc21,21.4,2.1%
CCOC(=O)c1sc(=S)n(-c2ccc3c(c2)OCO3)c1N,-18.0,-7.1%
CCOc1ccc(NS(=O)(=O)c2ccc3[nH]cc(C(=O)NC(C)CC)c(=O)c3c2)cc1 (stereo unspecified),.,?
O=C(CNC(=O)c1ccco1)NCCCc1ccccc1,7.1,i
CCOCCCNS(=O)(=O)c1ccc(NC(=O)Cc2c(F)cccc2Cl)cc1,-7.7,i
Cc1nn(CC(O)COc2ccc3c(c2)CCC3)c(C)c1Br (stereo unspecified),.,?

Structures listed so far that have a cyano group, in the order listed:
molecule,S3 lipid droplet cell count max,S3 lipid droplet
CN1CCN(c2oc(COc3ccc(-c4ccccc4)cc3)nc2C#N)CC1,.,?
CCOC(=O)c1sc(N)c(C#N)c1CSc1nc2ccc(C)cc2[nH]1,.,?
COc1cnc(SC)nc1Nc1ccc(C#N)cc1,7.5,12.5%
CCOC(=O)C1CCCN(c2nc3c(C)cccn3c(=O)c2/C=C(\C#N)C(=O)NCc2ccco2)C1 (stereo unspecified),.,5.4%

Only part of the results is shown; rates above refer to the full screens.
